ST2 IL33 inh: inhibitors of human ST2 (IL1RL1) binding to IL-33. AID 1259354. inhibition, % for hits at 17 µM. Q01638. 2.3% of 78,000 active. AlphaLISA ST2-Fc/biotin-IL-33 interaction, 1 h; in the data active = inhibition above about 30%; inconclusive = mostly about 10% to 28%
Target sequence (Q01638 whole entry, looked up): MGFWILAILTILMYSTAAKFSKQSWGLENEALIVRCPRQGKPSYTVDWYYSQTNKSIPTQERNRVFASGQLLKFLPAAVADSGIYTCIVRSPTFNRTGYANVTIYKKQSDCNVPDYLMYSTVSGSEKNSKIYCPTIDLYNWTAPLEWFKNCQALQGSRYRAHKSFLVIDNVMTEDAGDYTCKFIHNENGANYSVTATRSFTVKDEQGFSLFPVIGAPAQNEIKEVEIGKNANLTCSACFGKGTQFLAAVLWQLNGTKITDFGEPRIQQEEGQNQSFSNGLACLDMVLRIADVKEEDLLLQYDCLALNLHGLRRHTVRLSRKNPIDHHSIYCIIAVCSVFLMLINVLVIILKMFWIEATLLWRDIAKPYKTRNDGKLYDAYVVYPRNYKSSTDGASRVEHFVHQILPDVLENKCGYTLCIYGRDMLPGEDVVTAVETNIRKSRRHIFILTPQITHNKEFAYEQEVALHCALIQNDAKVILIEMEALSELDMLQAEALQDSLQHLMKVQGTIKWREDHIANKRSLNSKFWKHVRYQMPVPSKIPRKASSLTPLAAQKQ
Calls only; i = inactive; ? = inconclusive.

molecule	ST2 IL33 inh
Cc1ccccc1SCC(=O)N1CCC2(CC1)c1ccccc1[C@@H](N)[C@@H]2O	?
CCN(CC)CCNC(=O)c1cn(CC)c(=O)c2cc(OC)c(OC)cc12	?
CC(C)C[C@@H](NC(=O)C1=C[C@@H](NC(=O)Cc2cccs2)[C@@H](O)[C@H](O)C1)C(N)=O	i
NC(=O)c1ccc(-n2cnnc2)cc1N1CCCC1	?
CC(=O)Nc1ccc(Cl)c(C(=O)NCCSc2ncn[nH]2)c1	i
CC(=O)N1CCC(C(=O)N[C@H]2CCN3C(=O)N(c4cccc(C(F)(F)F)c4)C(=O)[C@@H]3C2)CC1	i
O=C(Nc1cccc(Cl)c1)Nc1cccc2cccnc12	?
CCOC(=O)c1nc(Nc2cc(OC)cc(OC)c2)c2ccccc2n1	?
O=C(CN1C(=O)C2CCCCN2c2ccc(S(=O)(=O)N3CCCCC3)cc21)N1CCCCC1 (centres undefined)	i
Clc1ccc(OCCn2cncn2)cc1	i
CCOc1ccc(S(=O)(=O)NCCC2=CCCCC2)c2cccnc12	i
Cc1ccc(NS(=O)(=O)c2c(C)n[nH]c2C)cc1Cl	i
CCSc1nnc2c(n1)OC(c1ccco1)N(C(C)=O)c1ccccc1-2 (centres undefined)	i
O=C(C(Cc1ccc(O)cc1)c1ccccc1)N1CCn2cncc2C1 (centres undefined)	?
CCCNC(=O)O[C@@H]1CC[C@]2(C)[C@H](CC[C@@H](O)[C@H]2CC(=O)N2CCCC2)[C@]1(C)CO	?
COc1ccc(C2=NN(C(=O)CCC(=O)O)C(c3cc4ccc(C)cc4nc3Cl)C2)cc1 (centres undefined)	i
CC(=O)O[C@@H]1[C@@H](CO)O[C@@](CO)(O[C@H]2O[C@H](COC(=O)/C=C/c3ccccc3)[C@@H](O)[C@H](O)[C@H]2O)[C@H]1O	i
CCC(=O)Nc1ccc(NC(=O)COc2cccc(C)c2)cc1	i
Cc1ccc2c(c1)C1OCCC1C1N2C(=O)C2C(C(=O)O)C3C=CC21O3 (centres undefined)	i
CC1CN(S(=O)(=O)c2cccc3cnccc23)CCN1 (centres undefined)	i
O=C(/C=C/c1ccc(O)c(O)c1)O[C@H](Cc1ccc(O)c(O)c1)C(=O)O	i
O=C(Nc1ccccc1)c1cc2n(n1)CCN(C(=O)Cc1ccccc1O)C2	i
CC(C)NC(=O)CCS(=O)(=O)c1cccc2nsnc12	i
CCC(Sc1nc2ccccc2o1)C(=O)Nc1ccccc1C#N (centres undefined)	i
Cc1ccc(N2NC(=O)/C(=C/c3ccc(OCc4ccccc4)cc3)C2=O)cc1Cl	i
COc1ccc2oc(=O)c(C(=O)Nc3ccc(Cl)cc3Cl)cc2c1	i
COc1cc2oc(=O)ccc2cc1CC=C(C)C	i
CN(C)S(=O)(=O)c1ccc(C(=O)N2CCN=C2SCc2ccc(Cl)cc2)cc1	i
Nn1nnc2ccccc21	?
N#CC1=C(N)Oc2n[nH]c(-c3ccccc3)c2C1C1CC=CCC1 (centres undefined)	i
CC1(C)CC(=O)C2=C(C1)NC1=C(C(=O)c3ccccc31)C2c1ccc(F)cc1 (centres undefined)	?
COc1ccc(CN2CCN(Cc3cc4ccccc4o3)CC2CCO)cc1C (centres undefined)	?
CN(CCc1ccccn1)C(=O)c1ccco1	i
CC(C)(C)c1ccc(S(=O)(=O)Nc2ccccn2)cc1	i
COc1cc(CN2C(=O)c3ccc(F)cc3C2=O)cc(OC)c1OC	i
Nc1nonc1-c1noc(COc2ccc(Br)cc2)n1	i
O=C(CCCn1c(=O)c2sccc2n(Cc2cccc(F)c2)c1=O)NCc1ccco1	?
O=C(O)C1CCN(c2nc(-c3ccccc3)c3cc(Br)ccc3n2)CC1	i
CCC(C)C(=O)OC12C(OC(C)=O)C(C)C3(O)C(C=C(CO)CC4(O)C(=O)C(C)=CC43)C1C2(C)C (centres undefined)	i
Cn1nnnc1SCCNC(=O)c1ccc2nc(C3CCCCC3)oc2c1	i
O=c1c2cnn(-c3ccc(Cl)cc3)c2ncn1Cc1ccc(Cl)cc1	i
O=C1c2ccccc2C(=O)C1c1cccc2c1CCCC2	i
COc1cccc(CN2CCCC(O)(CN3CCCNCC3)C2=O)c1OC (centres undefined)	i
Cn1c(C(=O)NCc2ccccc2Cl)cc2c(=O)n3ccccc3nc21	i
COc1ccc(CNS(=O)(=O)c2ccc3c(c2)CCN3C(=O)C2CC2)cc1	i
COc1ccccc1-c1nnc(NC(=O)c2ccc(S(=O)(=O)N(C)C)cc2)o1	i
CC(C)c1cc(C(=O)NCc2cc(-c3ccco3)on2)n(C)n1	i
COCCC(=O)Nc1ccc2c(c1)CN(C(=O)c1ccc(CSC)o1)CC2	?
O=C(Nc1ccc(Cl)cn1)C1(S(=O)(=O)c2ccc(Cl)cc2)CC1	?
COc1nc(Nc2cc(Cl)ccc2OC)nc(OC)n1	i
O=C(COc1cccc([N+](=O)[O-])c1)Nc1nccs1	i
O=C(O)C1C2C=CC(C2)C1C(=O)NCc1ccccn1 (centres undefined)	i
CCc1c(O)nc(SCC(=O)N(CC)CC)n(C2CCCCC2)c1=O	i
Cc1cccc2[nH]c(CNC(=O)[C@@H](N)Cc3c[nH]c4ccccc34)nc12	i
O=C(Nc1nnc(-c2cccnc2)s1)c1ccc(Cl)c(Cl)c1	?
CC(=O)c1ccc(OC(=O)c2cc3cc(Br)ccc3oc2=O)cc1	i
Cc1ccc(N(C)C(=O)C2CCCN2S(=O)(=O)c2cccc3nsnc23)cc1 (centres undefined)	i
CC(C)CNC(=O)NCCc1nc2cccnc2n1Cc1ccccc1	i
O=[N+]([O-])c1ccc(-n2cccc2C=NCCO)cc1	?
CCSc1nc(CC(=O)NC(CC)c2cnn(C)c2)cs1 (centres undefined)	?

Following part:
molecule	ST2 IL33 inh
Cc1ccn2c(CNCCCn3cccn3)c(C(=O)N3CCCCCC3)nc2c1	i
O=C(CSc1ncccn1)Nc1ccc(F)c(Cl)c1	i
Cc1cc(-n2ccnc2C)n2c(nc3ccccc32)c1C#N	i
O=C1C(=O)N(CNc2cccc([N+](=O)[O-])c2)c2ccccc21	?
Oc1cccnc1CCc1ccccc1	?
CC(Cn1cccn1)NC(=O)CCC(=O)Nc1ccc(F)c(Cl)c1 (centres undefined)	i
Cc1ccc(C(C)C)c(OCC(=O)Nc2ccccc2C)c1	i
COc1cc(N)n(S(=O)(=O)c2ccc(C)cc2)n1	i
Cc1c(Cl)c([N+](=O)[O-])nn1CCCC(=O)Nc1sc2c(c1C(N)=O)CCCC2	?
Cc1[nH]c2ccccc2c1C(Nc1ccccn1)c1cccs1 (centres undefined)	?
COc1cccc(/C=C2/C(=O)NN(c3ccc(C)c(Cl)c3)C2=O)c1	i
c1ccc2[nH]c(CC3CCCN(Cc4cc5n(n4)CCNC5)C3)nc2c1 (centres undefined)	i
CCc1cnc(-c2c[nH]c3ccc(C)cc23)nc1	?
COc1ccccc1OCc1cc(C(=O)NCc2ccccc2)n[nH]1	i
Cc1cn2c(nc1=O)OC1CC2OC1CO (centres undefined)	i
CN1C[C@@H](NS(=O)(=O)Cc2ccccc2)C[C@H]1c1nc(Cc2ccccc2)no1	i
O=C1CCC(CCC(=O)N2CCC(c3ccccc3Cl)C2)(Cc2cccs2)N1 (centres undefined)	i
CC1=C(C(=O)OCC(C)C)C(c2cccc(O)c2)NC(=O)N1 (centres undefined)	i
NC1=NCCN1c1ccccc1	i
Cn1ccc(C2CCCCN2S(=O)(=O)NCc2ccccc2)n1 (centres undefined)	?
OC[C@@]1(O)CO[C@H](OC[C@H]2O[C@@H](OC(CCCCc3ccc(O)cc3)CCc3ccc(O)cc3)[C@H](O)[C@@H](O)[C@@H]2O)[C@@H]1O (some centres undefined)	i
CN(CCCc1cnn(C)c1)C(=O)c1ccc(-c2ccn[nH]2)cc1	i
CC(=O)c1sc(NC(=O)c2cc(=O)c3ccccc3o2)nc1C	i
O=C(Nc1cccc(Cl)c1)C(Cc1ccccc1)NS(=O)(=O)c1cccs1 (centres undefined)	i
Cc1cnccc1N1CCCN(Cc2ccc(C#CC(C)(C)O)cc2)CC1	i
N=C1S/C(=C\c2ccc(-c3ccccc3[N+](=O)[O-])o2)C(=O)N1c1nccs1	?
N#Cc1ccc(-c2ccccc2)nc1SCC(=O)c1ccc(O)c(O)c1	i
COc1ccc(C2C(C(N)=O)=C(C)Nc3ncnn32)cc1OC (centres undefined)	i
CCCCn1c(CN2CCN(c3cccc(Cl)c3)CC2)nc2c1c(=O)[nH]c(=O)n2C	i
O=C(NCCC1=CCCCC1)c1ccc2c(c1)ncn2C1CCCC1	i

In the list so far, four have a cyano group:
molecule	ST2 IL33 inh
CCC(Sc1nc2ccccc2o1)C(=O)Nc1ccccc1C#N (centres undefined)	i
N#CC1=C(N)Oc2n[nH]c(-c3ccccc3)c2C1C1CC=CCC1 (centres undefined)	i
Cc1cc(-n2ccnc2C)n2c(nc3ccccc32)c1C#N	i
N#Cc1ccc(-c2ccccc2)nc1SCC(=O)c1ccc(O)c(O)c1	i

Rewritten field by field: part of the list above
CC1=C(C(=O)OCC(C)C)C(c2cccc(O)c2)NC(=O)N1 (centres undefined)
  ST2 IL33 inh: i

N#Cc1ccc(-c2ccccc2)nc1SCC(=O)c1ccc(O)c(O)c1
  ST2 IL33 inh: i

O=C1CCC(CCC(=O)N2CCC(c3ccccc3Cl)C2)(Cc2cccs2)N1 (centres undefined)
  ST2 IL33 inh: i

O=C(Nc1cccc(Cl)c1)C(Cc1ccccc1)NS(=O)(=O)c1cccs1 (centres undefined)
  ST2 IL33 inh: i

More compounds follow.
molecule	ST2 IL33 inh
CC1(C)Cc2ccccc2-c2nnc(-c3cccc(O)c3)n21	i
Cc1ccc(CCNC(=O)C2C3C=CC4(CN(Cc5ccccc5Cl)C(=O)C24)O3)cc1 (centres undefined)	i
O=C1Nc2ccccc2C(O)(C(=O)NC2CCCCCCC2)N1c1ccc(Cl)cc1 (centres undefined)	i
COc1ccc2c(c1[N+](=O)[O-])CCC/C2=N/OC(=O)c1cc(F)c(F)cc1Cl	i
CCC(C(=O)O)c1ccccc1 (centres undefined)	i
CN(CC(=O)NCCC1=CCCCC1)S(=O)(=O)c1ccc2c(c1)CCC(=O)N2	i
CC1(C)CC(=O)C2=C(C1)N(c1ccccc1)C(=O)CC2c1ccc2c(c1)OCO2 (centres undefined)	i
O=c1c2cnn(-c3ccc(Cl)cc3)c2ncn1Cc1ccc(F)cc1	i
CC(C)n1c(=N)c(C(=O)NC2CCCCC2)cc2c(=O)n3ccccc3nc21	?
COc1cc(C2CC(=O)C3=C(C2)Nc2ccccc2NC3c2cccs2)cc(OC)c1OC (centres undefined)	?
C=CCN1C(=O)CSc2ccc(C(=O)NCc3cccs3)cc21	i
O=[N+]([O-])c1cccc(CN2CCN(C/C=C/c3ccccc3)CC2)c1	?
CN1[C@@H](CCC(=O)NCc2ccco2)CNC(=O)[C@@H]2[C@H]1CCN2Cc1ccc(O)cc1	?
COc1ccc(S(=O)(=O)Nc2ccc3oc(=O)sc3c2)cc1	i
Nc1c(C(=O)Nc2ccc(Oc3ccccc3)cc2)nnn1Cc1ccccc1	i
Cc1ccc(C(=O)Nc2cc3cc(Br)ccc3oc2=O)cc1C	i
CNS(=O)(=O)c1ccc(OC)c(OC)c1	i
COc1cc2c(cc1OC)CN(Cc1cccc(F)c1)CC2	i
Cc1sc2nc(CNCc3cn(CCC(N)=O)c4ccccc34)cn2c1C	?
COc1ccccc1CN1CCc2ccccc2C1	i
O=c1c2cnn(-c3ccccc3)c2nc(-c2ccco2)n1-c1ccc(Br)cc1	?
COc1ccc(OCC(=O)Nc2cc(Cl)ccc2OCc2cc(=O)n3oc(C)cc3n2)cc1	i
COc1cccc(N2C(=O)CC(N3CCC(C(N)=O)(N4CCCCC4)CC3)C2=O)c1 (centres undefined)	i
O=C1OC(Nc2nc(-c3ccc(F)cc3)cs2)c2ccccc21 (centres undefined)	?
CCNC(=O)N1CCc2onc(C(c3ccccc3)c3ccccc3)c2C1	i
CCc1ncc(CN2CCC(C(=O)Nc3cccc(-c4cccc(F)c4)c3)CC2)cn1	i
Cc1cccc(Oc2coc3cc(OC(=O)c4cncc(Br)c4)ccc3c2=O)c1	i
COc1cccc(-c2cc3c(n(Cc4ccccn4)c2=O)CCN(C(=O)c2cc(C)nn2C)C3)c1	i
O=C(Oc1ccc(OC(=O)c2cccnc2)c(Br)c1)c1cccnc1	i
CCOc1ccc2nc(N3CCCC(N(C)CCCN4CCOCC4)CC3)nc(C)c2c1 (centres undefined)	i
COc1ccc2cc3cc(C(=O)Nc4cccnc4)oc3nc2c1	i
COc1cc(NC(=O)NC[C@H]2O[C@@H](CO)[C@@H](O)[C@H]2N2CCN(c3ccccc3)CC2)cc(OC)c1	i
CC(=O)Nc1ccc(-c2nc(C3(c4ccc(F)cc4)CCOC3)no2)c(C)c1 (centres undefined)	i
CC1(C(=O)NC2CCCC2)CCC(=O)N1Cc1ccco1 (centres undefined)	i
CC(C)(Oc1ccc2c(c1)CCC2)C(=O)N1CCOC2(CNCCOC2)C1 (centres undefined)	?
CCc1ccc(S(=O)(=O)N2CCSC2c2cc(Br)ccc2OC)cc1 (centres undefined)	?
COC1CCCCC1NS(=O)(=O)c1ccccc1 (centres undefined)	i
Cc1cc(C(=O)Nc2cc(Br)ccc2O)no1	i

This is a subset (hit frequency here may not be typical).
